Rv3671c protease: inhibitors of M. tuberculosis serine protease Rv3671c; P9WHR9; inhibition, % at 5.96 µM; 320,000 compounds, 0.048% hits; AID 2606; in the data active means inhibition above about 38%;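 further: extracellular domain of Rv3671c used as enzyme; 0% = enzyme with DMSO and 100% = no enzyme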
Target sequence (P9WHR9 whole entry, looked up, the tested form may be a part): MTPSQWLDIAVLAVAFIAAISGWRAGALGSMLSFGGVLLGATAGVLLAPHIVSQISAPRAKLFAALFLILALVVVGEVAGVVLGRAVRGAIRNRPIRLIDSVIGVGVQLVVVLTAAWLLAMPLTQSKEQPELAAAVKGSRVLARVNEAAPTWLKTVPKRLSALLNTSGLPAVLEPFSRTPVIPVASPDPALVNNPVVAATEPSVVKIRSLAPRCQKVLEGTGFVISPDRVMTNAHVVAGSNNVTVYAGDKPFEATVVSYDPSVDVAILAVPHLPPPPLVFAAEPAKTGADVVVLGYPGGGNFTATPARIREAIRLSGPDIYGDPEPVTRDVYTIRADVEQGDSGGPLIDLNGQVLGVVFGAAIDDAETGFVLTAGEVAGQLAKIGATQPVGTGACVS
CCHFV vOTU inh: blocks the CCHF virus ovarian tumor domain protease. CCHFV vOTU protease, Pep-AMC fluorescence. inhibition, % at 11.5 µM. 370,000 compounds, 0.55% hits. AID 651958; in the data active means inhibition above about 30%; further: 0% = vehicle wells with enzyme and 100% = no enzyme wells
SARS 3CLpro inh: SARS-CoV 3CLpro protease inhibition; P0C6X7; recombinant SARS-CoV 3CLpro, quenched FRET peptide cleavage; inhibition, % at 6 µM; 290,000 compounds, 0.14% hits; in the data active means inhibition above about 12%
Anthrax LF inh2: blocks Bacillus anthracis lethal factor protease | P15917 | multiplex microsphere protease cleavage assay, LF | inhibition, % at 10 µM | 360,000 compounds, 0.12% hits | AID 588501; further: plate controls were buffer without enzyme for full effect and enzyme alone for no effect
DUSP3 inh: blocks human VHR1 dual specificity phosphatase. 290,000 compounds, 0.52% hits. P51452. inhibition, % at 13.3 µM. AID 1654. recombinant VHR phosphatase, pNPP absorbance; in the data active means inhibition above about 50%; further: some compounds called inactive have numbers as strong as hits
Target sequence (P51452 whole entry, looked up): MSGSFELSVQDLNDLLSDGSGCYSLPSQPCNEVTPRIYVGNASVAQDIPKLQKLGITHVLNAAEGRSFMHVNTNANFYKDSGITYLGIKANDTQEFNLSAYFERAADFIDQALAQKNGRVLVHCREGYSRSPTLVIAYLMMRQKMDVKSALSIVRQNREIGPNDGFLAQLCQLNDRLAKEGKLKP
SSB-PriA inh: inhibitors of Klebsiella pneumoniae PriA binding to SSB C-terminal tail; AID 1272365; AlphaScreen SSBct-PriA binding, biotinylated peptide; inhibition, % at 33 µM; 430,000 compounds, 0.6% hits; in the data active means inhibition mostly above about 37%, no sharp cut-off; inactive means mostly below about 20%;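 further: plate controls were negative control peptide for no effect and reference peptide for full effect; strong numbers were not always called active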
PrPC TRFRET: reduces human prion protein on the cell surface; P04156; cell surface PrPC, TR-FRET read-out; inhibition, % at 13.8 µM; 370,000 compounds, 0.43% hits; AID 720596; in the data active means inhibition above about 24%; further: 0% = median of the test wells and 100% = reference compound wells
BoNT-A LC inh2: BoNT A light chain protease inhibition | inhibition, % at 10 µM | 360,000 compounds, 0.17% hits | multiplex microsphere protease substrate cleavage, flow cytometry; further: plate controls were buffer without enzyme for full effect and enzyme alone for no effect
MazF activator: increases E. coli MazEF RNase cleavage of RNA. FAM/BHQ RNA-DNA oligo cleavage fluorescence, 5 h. activation, % at 20 µM. 350,000 compounds, 0.32% hits; in the data active means activation above about 50%
Target sequence (P0AE70 whole entry, looked up): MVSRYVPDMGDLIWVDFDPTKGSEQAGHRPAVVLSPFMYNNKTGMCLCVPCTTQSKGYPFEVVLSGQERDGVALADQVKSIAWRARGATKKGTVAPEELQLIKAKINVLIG
BoNT-F LC inh: BoNT F light chain protease inhibition; Multiplex microsphere protease cleavage assay, flow cytometry; inhibition, % at 10 µM; 360,000 compounds, 0.22% hits; in the data active means inhibition above about 35%, passing the limit was not always enough; inconclusive means no clear call, values can overlap the other calls; further: plate controls were buffer without enzyme for full effect and enzyme alone for no effect
An asterisk follows results filed as active; ? = inconclusive; . = not tested or not shown. Unless noted, no stated cut-off is given here; in the data, active means inhibition above about 30%; inconclusive means no clear call, values can overlap the other calls; inactive means below that.

1: O=C1CC(c2ccccc2)=Nc2ccc(Br)cc2N1
2: O=c1c2cc3c(=O)n(CC4CCCO4)c(=O)c3cc2c(=O)n1CC1CCCO1 (centres undefined)
3: N=C1C(c2nc3ccccc3[nH]2)=C(O)CN1c1ccccc1
4: COc1ccc(Nc2nc(NC(C)(C)C)nc(N3CCCC3)n2)c(OC)c1
5: Cn1c2c(c(=O)n(C)c1=O)C(NC(=O)c1ccco1)(C(F)(F)F)C(=O)N2 (centres undefined)
Screen / compound no.,1,2,3,4,5
Rv3671c protease,-6,4,4,7,-2
CCHFV vOTU inh,13,13,-1,3,2
SARS 3CLpro inh,2,1,1,1,0
Anthrax LF inh2,-2,-2,-2,-6,0
DUSP3 inh,9,3,4,-23,3
SSB-PriA inh,-7,-3,-3,44*,-11
PrPC TRFRET,10,0,8,5,-2
BoNT-A LC inh2,1.2,0.3,0.2,-1.5,-0.8
MazF activator,6,15,7,2,0
BoNT-F LC inh,-5,-2,-6,-26,?

6: Cc1ccccc1-n1c(C)nc2ccccc21
7: CC(C)C(NS(=O)(=O)c1cccs1)C(=O)N(C)Cc1ccccc1 (centres undefined)
8: O=C(O)c1ccccc1OCc1nc2ccccc2s1
9: Cc1cc(C(=O)N/N=C/c2cccn2C)no1
10: CCN(CC)S(=O)(=O)c1ccc(NC(=O)c2cc(-c3ccccc3)nc3ccccc23)cc1
Screen / compound no.,6,7,8,9,10
Rv3671c protease,-5,-6,-16,0,-3
CCHFV vOTU inh,8,-5,7,-14,-3
SARS 3CLpro inh,-7,3,-2,3,-1
Anthrax LF inh2,1,1,0,-2,0
DUSP3 inh,-8,27,14,-5,0
SSB-PriA inh,1,-14,-22,.,-16
PrPC TRFRET,2,2,-2,-9,1
BoNT-A LC inh2,0.2,-0.1,-0.1,-1.2,0.0
MazF activator,3,7,0,-6,-5
BoNT-F LC inh,3,-11,-5,-21,13

11: COCCN(C(=S)Nc1cccc(C)c1)C(C)c1cccs1 (centres undefined)
12: CCCCn1c(N)c(N(CCOC)C(=O)CCc2ccc(OC)cc2)c(=O)[nH]c1=O
13: CCCN(CC(=O)Nc1ccccc1OC)C(=O)CCC(=O)c1ccc(Cl)s1
14: COCCCNC(=O)Cn1c(=O)n(Cc2ccccc2Cl)c(=O)c2cc(OC)c(OC)cc21
15: Cc1cc(Br)ccc1NC(=O)CNC(=O)CSc1ncccn1
Screen / compound no.,11,12,13,14,15
Rv3671c protease,-3,-14,12,-1,2
CCHFV vOTU inh,-1,-8,6,-12,11
SARS 3CLpro inh,4,4,.,2,.
Anthrax LF inh2,0,-2,-8,-1,9
DUSP3 inh,4,-6,.,4,.
SSB-PriA inh,-24,-4,-6,-3,7
PrPC TRFRET,-5,-4,1,0,2
BoNT-A LC inh2,0.2,-3.1,-0.2,-0.4,4.1
MazF activator,-7,-1,-3,5,-3
BoNT-F LC inh,5,-27,1,-6,1

16: NC(=O)CC1(CC(=O)O)CCCCC1
17: O=C(NCc1ccco1)c1cnn2cccnc12
18: O=C(c1cccc(Cl)c1)N1CCN(C2CCCCC2)CC1
19: N#Cc1c(F)cccc1NCCCn1ccnc1
20: Cc1cccc(C(=O)N[C@H](C(=O)Nc2nc3ccccc3[nH]2)C(C)C)c1
Screen / compound no.,16,17,18,19,20
Rv3671c protease,-7,3,1,1,-3
CCHFV vOTU inh,-5,-6,-1,1,6
SARS 3CLpro inh,4,3,2,.,1
Anthrax LF inh2,0,-1,-8,-11,-8
DUSP3 inh,24,17,9,.,18
SSB-PriA inh,-8,-17,-10,-11,-1
PrPC TRFRET,-7,10,-2,3,11
BoNT-A LC inh2,0.9,-0.5,-3.0,3.1,-0.8
MazF activator,1,8,8,7,4
BoNT-F LC inh,4,2,?,?,-7

21: CC(C)CNS(=O)(=O)c1ccc(CCC(=O)Nc2cc(Cl)ccc2Oc2ccccc2)cc1
22: COC(=O)[C@]1(Cc2ccccc2)N[C@H](c2ccc(-c3ccc(Cl)c(Cl)c3)cc2)[C@@H]2C(=O)N(C)C(=O)[C@@H]21
23: CCOC(=O)C1CCCN(c2nc(C)nc3c2oc2ccccc23)C1 (centres undefined)
24: O=C1CCCC2=C1C(c1ccsc1)CC(=O)N2c1nnc(SCc2ccccc2)s1 (centres undefined)
25: COc1ccc(C2=Nn3c(nnc3-c3ccccn3)SC2)cc1OC
Screen / compound no.,21,22,23,24,25
Rv3671c protease,-54,-9,0,.,11
CCHFV vOTU inh,17,2,5,6,9
SARS 3CLpro inh,12*,.,-2,3,1
Anthrax LF inh2,-3,-5,-2,-3,-1
DUSP3 inh,22,.,12,29,-13
SSB-PriA inh,-2,-3,-5,-12,83*
PrPC TRFRET,-3,-1,3,7,-8
BoNT-A LC inh2,0.4,-0.4,0.8,-0.8,?
MazF activator,7,-15,-9,0,8
BoNT-F LC inh,10,7,1,-11,-1

26: Cc1ccc(Cc2c(C3CCCCC3)nc3c(C)cc(Br)cn23)cc1
27: O=C(CCC1CCCCC1)NCc1ccccn1
28: COc1cc(CN2CCC(C(=O)NC3CCCC3)CC2)cc(OC)c1O
29: COc1cccc(NC(=O)C2CC(=O)n3cnnc3S2)c1 (centres undefined)
30: CN1CCN(S(=O)(=O)c2ccc(C3CCCCC3)cc2)CC1
Screen / compound no.,26,27,28,29,30
Rv3671c protease,.,1,-1,4,.
CCHFV vOTU inh,21,1,-3,5,0
SARS 3CLpro inh,.,4,-4,0,.
Anthrax LF inh2,-9,-5,-12,-1,.
DUSP3 inh,.,2,6,7,.
SSB-PriA inh,.,-32,-4,-8,-12
PrPC TRFRET,-1,1,0,6,-1
BoNT-A LC inh2,0.6,-0.6,-0.2,-0.4,.
MazF activator,.,3,-3,-2,6
BoNT-F LC inh,9,4,-4,-12,.

Random excerpt: three entries already listed, in no set order.
12: CCCCn1c(N)c(N(CCOC)C(=O)CCc2ccc(OC)cc2)c(=O)[nH]c1=O
9: Cc1cc(C(=O)N/N=C/c2cccn2C)no1
25: COc1ccc(C2=Nn3c(nnc3-c3ccccn3)SC2)cc1OC
Screen / compound no.,12,9,25
Rv3671c protease,-14,0,11
CCHFV vOTU inh,-8,-14,9
SARS 3CLpro inh,4,3,1
Anthrax LF inh2,-2,-2,-1
DUSP3 inh,-6,-5,-13
SSB-PriA inh,-4,.,83*
PrPC TRFRET,-4,-9,-8
BoNT-A LC inh2,-3.1,-1.2,?
MazF activator,-1,-6,8
BoNT-F LC inh,-27,-21,-1

Later entries.
31: CCc1ccccc1NC(=O)C1CCCN1C(=O)Nc1ccc(C)cc1 (centres undefined)
32: Cc1ccccc1CN(c1ccc(C(=O)Nc2ccccc2C(=O)NCc2ccco2)cc1)S(C)(=O)=O
33: CCCc1cc(=O)oc2c(C)c(OCC(=O)NC3CC(C)(C)NC(C)(C)C3)ccc12
34: Cc1ccc(N2C(=O)CC(Sc3nc(-c4ccccc4)c4cc(Cl)ccc4n3)C2=O)c(C)c1 (centres undefined)
35: O=c1c2ccccc2sc2ccccc12
Screen / compound no.,31,32,33,34,35
Rv3671c protease,6,-33,-7,-2,.
CCHFV vOTU inh,9,-4,2,-9,-9
SARS 3CLpro inh,2,0,-5,7,.
Anthrax LF inh2,-15,-7,2,1,-8
DUSP3 inh,18,-8,50*,-17,.
SSB-PriA inh,3,-12,-9,0,-9
PrPC TRFRET,3,-3,-4,-5,2
BoNT-A LC inh2,1.8,-1.3,-1.1,0.2,0.1
MazF activator,9,4,6,-4,10
BoNT-F LC inh,10,-9,-3,6,-9

36: CN(C)CC/C=C1\c2ccccc2Sc2ccc(Cl)cc21
37: O=C(NNc1ccc([N+](=O)[O-])cc1)c1ccccc1F
38: CC[C@@H]1CN(C)[C@H]2Cc3c([nH]c4ccccc34)C(=O)C[C@@H]1[C@@H]2C(=O)OC
39: C[C@H](NC(=O)OC(C)(C)C)C(=O)NCC1CCC(C(=O)N[C@@H](Cc2ccccc2)C(=O)O)CC1 (some centres undefined)
40: Oc1cc2c(cc1O)CN(C(=S)NCCc1ccc(Cl)cc1)CCC2
Screen / compound no.,36,37,38,39,40
Rv3671c protease,4,.,-6,0,-5
CCHFV vOTU inh,2,-4,-14,4,3
SARS 3CLpro inh,0,3,.,7,.
Anthrax LF inh2,-4,-6,4,-4,-18
DUSP3 inh,9,38,.,14,.
SSB-PriA inh,13,-2,-5,-5,21
PrPC TRFRET,-11,-12,5,3,9
BoNT-A LC inh2,-1.3,-0.5,0.5,-0.8,-1.2
MazF activator,19,-3,-5,4,3
BoNT-F LC inh,-12,-2,6,?,-7

41: COc1cccc(-c2nc(CS(=O)(=O)CC(=O)N3CCc4ccccc4C3)c(C)o2)c1
42: CCOC(=O)c1c(C)[nH]c2c1-c1ccccc1C(=O)C2=O
43: Cc1ccc(NC2CCCN(C(=O)c3c(C)noc3C)C2)cc1C (centres undefined)
44: Cc1ccc(CNC(=O)C(Cc2ccccc2)NS(=O)(=O)c2ccc3c(c2)CCC(=O)N3)cc1 (centres undefined)
45: O=C(O)C1=C(C(=O)Nc2cccc(C(F)(F)F)c2)CCCC1
Screen / compound no.,41,42,43,44,45
Rv3671c protease,0,.,-1,2,0
CCHFV vOTU inh,-3,108*,2,-4,15
SARS 3CLpro inh,3,-2,2,1,-2
Anthrax LF inh2,-3,-3,2,-2,2
DUSP3 inh,11,3,-14,38,8
SSB-PriA inh,4,6,-6,-7,-17
PrPC TRFRET,-2,-7,-3,1,9
BoNT-A LC inh2,-0.3,0.4,0.6,0.0,-0.9
MazF activator,-7,1,0,13,-20
BoNT-F LC inh,-4,2,-6,-3,-1

46: O=C(NCc1cccnc1)c1ccc(NC(=O)c2ccc(Br)cc2)cc1
47: Cc1ccc(NC2=C(NC(=O)c3ccccc3)C(=O)c3ccccc3C2=O)cc1Cl
48: O=C(Nc1ccc2snnc2c1)N1CCSCC1
49: Cc1ccc(OCCC(=O)OCC(=O)Nc2cc(S(=O)(=O)N(C)C)ccc2C)cc1
50: COc1ccccc1N=c1oc2cc(O)ccc2cc1C(N)=O
Screen / compound no.,46,47,48,49,50
Rv3671c protease,-6,-69,-11,7,-10
CCHFV vOTU inh,-9,51*,-13,1,-215
SARS 3CLpro inh,6,-4,-1,-2,4
Anthrax LF inh2,-2,0,2,-1,0
DUSP3 inh,20,-25,12,13,11
SSB-PriA inh,-7,18,-5,-9,9
PrPC TRFRET,5,-2,9,-2,-3
BoNT-A LC inh2,-0.1,-0.4,0.3,0.0,0.8
MazF activator,8,5,2,-3,-4
BoNT-F LC inh,5,-9,2,-3,2

51: CN(C)C(=O)c1ccc(NC(=O)c2cc(-n3cnnc3)ccc2Cl)cc1
52: COc1ccc(-n2nc3cc(C)c(N)c(Br)c3n2)cc1
53: O=C(Nc1ccc(Cl)cc1)OCCN1CCOCC1
54: COc1ccc(-c2noc(CSc3nc4ccccc4c(=O)n3-c3ccccc3)n2)cc1
55: O=C1CC2(CON=C2c2ccc(F)cc2)C(=O)N1c1ccc(F)cc1 (centres undefined)
56: Cc1noc(C)c1COc1cccc(C(=O)N(C)Cc2nc3ccccc3c(=O)[nH]2)c1
Screen / compound no.,51,52,53,54,55,56
Rv3671c protease,-8,-2,.,0,10,3
CCHFV vOTU inh,8,4,2,-17,11,1
SARS 3CLpro inh,-2,-3,.,5,2,.
Anthrax LF inh2,-1,-4,-3,-2,0,.
DUSP3 inh,-4,-4,.,-11,29,.
SSB-PriA inh,-5,-11,-7,-2,-9,6
PrPC TRFRET,1,24,-2,-2,2,3
BoNT-A LC inh2,-0.2,1.6,0.2,-3.6,1.0,.
MazF activator,1,3,7,-4,7,7
BoNT-F LC inh,0,-7,5,-3,7,.

Assay outcomes as filed in PubChem.

An excerpt; the hit share may differ from the screen's.
